Redox H2O2 prof: compounds producing H2O2 with reducing agent – biochemical, NIH compound library profiling, artefact control for MLSCN library redox annotation, primary screen | AID 878 | DTT-dependent redox cycling H2O2, phenol red/HRP absorbance; 100% = 100 µM peroxide control, 0% = buffer | actives 0.03% (n = 200,000) | activation, % at 10 µM;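 active means activation of at least 50% relative to the plate's high and low controls in the primary single-dose screen; inactive means activation below 50%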;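 further: compound incubated with DTT at 0.8 mM final as the reducing agent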
Efa HMGR inh: inhibitors of class II HMG-CoA reductase from Enterococcus faecalis; purified E. faecalis HMGR, NADPH absorbance 340 nm kinetic; inhibition, % at 10 µM; actives 0.41% (n = 190,000);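 active means inhibition above a set limit, the median over all tested compounds plus 3 SD, cut at about 9.5% in these data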;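 further: enzyme runs in reverse so mevalonate oxidation gives rising NADPH absorbance; 0% = complete reaction with DMSO and 100% = background rate lacking mevalonate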
G6PDH counter: L. mesenteroides G6PDH inhibition counter-screen. actives 0.12% (n = 200,000). Purified L. mesenteroides G6PDH, diaphorase/resazurin coupled fluorescence, 45 min. inhibition, % at 5 µM. AID 1020; in the data active means inhibition above about 50%
STAT1 act: increases IFN-gamma driven STAT1 reporter signal | NIH 3T3 STAT1-luciferase reporter, luminescence; 100% = IFN-gamma alone, no compound | activation (% of control), % at 5.5 µM | actives 2.6% (n = 200,000) | AID 932;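 active means activation above the screen-wide mean activation plus 3 SD, cut at about 130% in these data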;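 further: raw ratio to IFN-gamma control signal so 100% means no change and 0% no light; values of inactives mirror those of a sister screen read the other way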
NF-kB neuron act: raises NF-kB expression in human neuronal cells. NF-kB reporter expression; hits give high values. fold change at 12.5 µM. actives 1.6% (n = 190,000); in the data active means fold change above about 3.3
APP transl inh: APP translation inhibition | SH-SY5Y APP 5'UTR-luciferase reporter, luminescence | inhibition, % at 2 µM | actives 0.82% (n = 190,000);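 active means inhibition above a set limit, derived from the sample mean plus 3 SD, cut at about 45% in these data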; further: values of inactives mirror those of a sister screen read the other way
FLuc inh counter: Photinus pyralis luciferase inhibition counter-screen | P08659 | ATPLite firefly luciferase biochemical luminescence, 10 min | inhibition, % at 10 µM | actives 1.5% (n = 200,000) | AID 1006;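 active means inhibition above about 50% when tested at 10 µM, limit read from the data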
Target sequence (P08659 whole entry, looked up): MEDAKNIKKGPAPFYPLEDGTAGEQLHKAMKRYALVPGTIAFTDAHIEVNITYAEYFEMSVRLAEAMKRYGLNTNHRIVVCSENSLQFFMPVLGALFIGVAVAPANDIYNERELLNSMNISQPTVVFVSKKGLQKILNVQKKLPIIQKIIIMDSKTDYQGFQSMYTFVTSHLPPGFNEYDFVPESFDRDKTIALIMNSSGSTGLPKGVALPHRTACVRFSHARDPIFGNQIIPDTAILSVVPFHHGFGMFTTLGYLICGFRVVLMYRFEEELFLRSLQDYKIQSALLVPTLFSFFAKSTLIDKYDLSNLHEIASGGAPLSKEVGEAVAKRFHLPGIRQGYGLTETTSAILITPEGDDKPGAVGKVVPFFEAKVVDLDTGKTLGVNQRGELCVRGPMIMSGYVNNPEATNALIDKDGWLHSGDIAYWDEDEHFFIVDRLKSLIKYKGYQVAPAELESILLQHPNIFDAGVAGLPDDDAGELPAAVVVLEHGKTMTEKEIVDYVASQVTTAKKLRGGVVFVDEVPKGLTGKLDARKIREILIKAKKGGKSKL
Hsp70 activator: Hsp70 transcriptional activation, primary screen | HeLa Hsp70 promoter luciferase reporter, luminescence; scaled: vehicle 0, proteasome-inhibitor control 100% | activation, % at 10 µM | actives 0.04% (n = 200,000);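 active means activation above the mean across all tested compounds plus 3 SD, cutoff set per campaign, cut at about 5.5% in these data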;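 further: 100% = MG132 at 30 µM as the positive control and 0% = DMSO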
APP 5'UTR act: activates APP 5'UTR luciferase reporter; SH-SY5Y APP 5'UTR luciferase reporter, luminescence; zero percent = DMSO vehicle wells; activation, % at 2 µM; actives 1% (n = 190,000); AID 1276;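 active means activation above a set limit, based on mean plus 3 SD of controls, cut at about 140% in these data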; further: values of inactives mirror those of a sister screen read the other way
FLuc act counter: affects firefly luciferase, flagging false hits in luciferase stimulation screens | P08659 | ATPlite luciferase biochemical, luminescence, 10 min; 0 = ATP-free wells, 1 = DMSO control | activation factor at 10 µM | 200,000 tested, under 10 active | AID 1027;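 active means luciferase activation factor, scaled between plate controls, of at least 2 with compound at 10 µM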
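Assay system: Luciferase/luciferin detection reagent, cell-free biochemical luciferase assay / Read-out: luciferase activation / Benchmarks: No-ATP low control, compound-free enzyme-plus-ATP high control / Medium: PBS buffer for ATP / Detection: luminescence measurement of luciferase light output / Schedule: 10 min at ambient temperature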
* marks the source's active call; other numbers are inactive results; / = not tested or not shown.

SMILES | Redox H2O2 prof | Efa HMGR inh | G6PDH counter | STAT1 act | NF-kB neuron act | APP transl inh | FLuc inh counter | Hsp70 activator | APP 5'UTR act | FLuc act counter
COc1cc(NC(=S)Nc2cccnc2)cc(OC)c1 | 0.5 | 1 | -4 | 106 | 1.1 | -9 | -3 | -0.2 | 9 | 1
CCOc1ccccc1OCCCC(=O)Nc1sccc1C(N)=O | -0.2 | -2 | 16 | 100 | 0.91 | 3 | 3 | -0.2 | -3 | 1
Cc1ccc(CC2CC(=O)N(CCc3ccc4c(c3)OCO4)C2=O)cc1 (stereo unspecified) | 2.9 | -8 | 14 | 104 | 1.1 | 7 | -9 | -0.3 | -7 | 1.1
N#CC1=C(N)C(C#N)(C#N)[C@H](c2ccsc2)[C@H]2COCC=C12 | 2.5 | 5 | -4 | 107 | 0.93 | 7 | -10 | -0.3 | -7 | 1.1
CCNc1ccc(C(=O)OCC(=O)NC(=O)NCC(C)C)cc1[N+](=O)[O-] | 0.2 | -4 | 5 | 104 | 1.1 | 2 | -2 | -0.1 | -2 | 1
Cc1cccc(C)c1NC(=O)COC(=O)c1ccc(N2CCCC2)c([N+](=O)[O-])c1 | -0.2 | 1 | -1 | 104 | 1.1 | -13 | -4 | -0.6 | 13 | 1
CN(C)C(=O)CCCc1nc(-c2ccc(Cl)cc2)no1 | 0.0 | 1 | 6 | 122 | 1.9 | -25 | 6 | -0.4 | 25 | 0.9
C=CCn1c(CNC(=O)c2ccco2)nnc1SCC(=O)c1ccc(OC)cc1 | -0.2 | -12 | 3 | 101 | 1.2 | -2 | 1 | -0.3 | 2 | 1
Cc1ccc(CO/N=C/C2=C(Cl)c3ccccc3CC2)cc1 | 0.1 | -5 | 12 | 100 | 1.1 | 11 | -9 | -0.2 | -11 | 1.1
CCOC(=O)c1c(NC(=O)C2CCCN(S(=O)(=O)c3ccccc3)C2)sc2c1CCCC2 (stereo unspecified) | 0.9 | -9 | -13 | 94 | 1.1 | 3 | 1 | -0.2 | -3 | 1
O=C(c1ccccc1C(=O)N1CCN(c2ccccc2F)CC1)N1CCN(c2ccccc2F)CC1 | -1.2 | 4 | -2 | 104 | 0.63 | 11 | -10 | -0.1 | -11 | 1.1
COC(=O)c1sc(NC(=O)C2c3ccccc3Oc3ccccc32)c(C(=O)OC)c1C | 4.7 | -4 | 8 | 99 | 1.2 | -1 | -1 | -0.4 | 1 | 1
CCOc1ccc(C(=O)CN2CCN(S(=O)(=O)c3ccc(Cl)cc3)CC2)cc1 | 1.1 | -3 | -4 | 98 | 0.71 | -3 | -7 | 0.0 | 3 | 1.1
CCCOc1ccc(/C=C/C(=O)O)cc1OC | 0.1 | -1 | -4 | 108 | 1 | -4 | 0 | -0.8 | 4 | 1
CCOC(=O)c1ccc(NC(=O)c2ccccc2N(C)S(=O)(=O)c2ccccc2)cc1 | 0.7 | -5 | -9 | 91 | 1.2 | 4 | -3 | -0.2 | -4 | 1
COC(=O)c1ccc(-n2c(C)ccc2-c2ccccc2)cc1 | 7.1 | -7 | -14 | 92 | 1.4 | 15 | -7 | -0.2 | -15 | 1.1
COc1ccc(/C=C/C(=O)NC(=S)NCCc2ccc(OC)c(OC)c2)cc1 | 0.8 | 0 | 4 | 90 | 0.94 | 9 | -7 | -0.1 | -9 | 1.1
Cc1nn(C)c(C)c1CN(C)C(=O)C1c2ccccc2Oc2ccccc21 | 0.7 | 0 | -5 | 102 | / | -10 | -1 | 0.7 | 10 | 1
Cc1cccc(N2CCN(Cc3nc(-c4ccc(F)cc4F)oc3C)CC2)n1 | 1.0 | 1 | 16 | 100 | 1.1 | -12 | -5 | 0.1 | 12 | 1.1
CN(C)Cc1nc2c(c(=O)[nH]1)C1(CCCCC1)Cc1ccccc1-2 | 0.7 | -6 | 5 | 89 | 1.1 | -1 | 1 | 0.1 | 1 | 1

Sorted by value in Redox H2O2 prof (highest first): three of the compounds above.
Structure | Redox H2O2 prof
N#CC1=C(N)C(C#N)(C#N)[C@H](c2ccsc2)[C@H]2COCC=C12 | 2.5
CCCOc1ccc(/C=C/C(=O)O)cc1OC | 0.1
CCOc1ccccc1OCCCC(=O)Nc1sccc1C(N)=O | -0.2

Individual results from the list.
`CCOc1ccc(C(=O)CN2CCN(S(=O)(=O)c3ccc(Cl)cc3)CC2)cc1` in STAT1 act: 98
`Cc1ccc(CO/N=C/C2=C(Cl)c3ccccc3CC2)cc1` in FLuc inh counter: -9

Going on with the list.
SMILES | Redox H2O2 prof | Efa HMGR inh | G6PDH counter | STAT1 act | NF-kB neuron act | APP transl inh | FLuc inh counter | Hsp70 activator | APP 5'UTR act | FLuc act counter
CN(C)CC(O)COc1ccc(-c2ccc(C#N)cc2)cc1 (stereo unspecified) | -0.1 | 1 | 1 | 100 | 1.5 | -2 | -5 | 0.0 | 2 | 1.1
Cc1cccc(C)c1NC(=O)c1cc2c(=O)c3ccccc3oc2nc1C(F)(F)F | -2.5 | 3 | 4 | 100 | 0.98 | -10 | -4 | 0.0 | 10 | 1
CC1(C)CC(=O)c2cc(C(=O)Nn3cnnc3)c(=O)n(-c3ccccc3)c2C1 | -4.2 | 8 | 5 | 96 | 0.9 | -3 | -6 | -0.1 | 3 | 1.1
N#Cc1c(NC(=O)CN2CCCCC2)sc2c1CCC2 | 1.6 | 0 | -14 | 101 | 1.2 | -23 | -3 | -0.2 | / | 1
COc1ccccc1-n1c(Cc2cccs2)n[nH]c1=S | 0.2 | 0 | 13 | 108 | 1.1 | -7 | 15 | 0.2 | 7 | 0.8
O=C(Nc1nnc(-c2ccc(Cl)cc2)o1)c1ccc(N2C(=O)CCC2=O)cc1 | 0.0 | 2 | 5 | 96 | 1.1 | 0 | -7 | -0.1 | 0 | 1.1
Cc1cccc(-c2nc(CSCC(=O)N3CCN(c4ccccn4)CC3)c(C)o2)c1 | -5.2 | -5 | 7 | 96 | 0.87 | -1 | -5 | -0.5 | 1 | 1
COc1ccc(C(=O)N/N=C(\Cc2ncc[nH]2)c2ccccc2)cc1 | -0.5 | -5 | 2 | 98 | 1.2 | 3 | 0 | -0.2 | -3 | 1
COc1ccc(N(CC(=O)NCCSCc2c(F)cccc2Cl)S(C)(=O)=O)cc1OC | 0.1 | 0 | -2 | 96 | 0.91 | 3 | -2 | -0.4 | -3 | 1
O=C(O)CN(Cc1ccccc1)S(=O)(=O)c1ccc2c(c1)OCCO2 | 0.9 | -1 | 14 | 99 | 1.7 | 3 | -5 | -0.1 | -3 | 1
Cn1[nH]c(=O)c(Cl)c(Cl)c1=O | 0.1 | -4 | -1 | 97 | 1.1 | 6 | -6 | -0.2 | -6 | 1.1
CON=C1CCN(c2ncc(C(F)(F)F)cc2Cl)CC1 | 3.5 | -1 | 0 | 97 | 1.1 | / | -6 | 0.0 | / | 1.1
COC(=O)c1ccccc1NC(=O)C1CC(c2ccc(F)cc2)=NO1 (stereo unspecified) | 0.6 | -10 | -2 | 101 | 0.9 | -2 | -7 | 0.0 | 2 | 1.1
Cc1ccc(NC(=O)c2sc3nc(N)c(C#N)cc3c2N)cc1 | 0.3 | -6 | -26 | 100 | 1.2 | -63 | -3 | -0.4 | 63 | 1
Cc1cc(C)cc(NC(=S)NC(=O)CCN2C(=O)c3ccccc3C2=O)c1 | -3.5 | -4 | 3 | 95 | 1.1 | 2 | 3 | -0.1 | -2 | 1
CCOC(=O)C1CCCN(c2cc(C)nc3cc(-c4ccc(Cl)cc4)nn23)C1 (stereo unspecified) | 0.8 | 3 | 11 | 112 | 1.1 | 8 | -6 | 0.4 | -8 | 1.1
CCc1c(C)[nH]c(=S)c(C#N)c1C | 3.4 | -8 | 6 | 98 | 0.98 | -2 | 3 | 0.0 | 2 | 1
O=C1c2ccccc2-c2onc3ccc(Oc4ccccc4)c1c23 | 0.5 | 9 | 28 | 92 | 2.2 | 4 | -8 | -0.3 | -4 | 1.1
CC(=O)c1cc2c(cc1N(C(=O)Cn1nnc3ccccc31)C(C(=O)NCCC(C)C)c1cccnc1)OCO2 (stereo unspecified) | 0.3 | -3 | 11 | 100 | 1 | 6 | -7 | -0.2 | -6 | 1.1
O=C(Cn1c(S(=O)(=O)Cc2ccccc2)nc2ccccc21)N1CCCCC1 | -0.9 | -1 | 1 | 102 | 1.2 | 4 | -6 | -0.2 | -4 | 1.1
COc1ccc(Oc2nc(SC)nc3ccsc23)cc1 | 0.0 | -2 | 2 | 95 | 1 | 10 | -2 | 0.0 | -11 | 1
OCCN1CCN(CCOc2cccc(Cl)c2)CC1 | -4.9 | 4 | 1 | 101 | 1.1 | -2 | -1 | 0.2 | 2 | 1
Cc1ccc(C(=O)NC(Cc2c[nH]c3ccccc23)C(=O)O)cc1 (stereo unspecified) | 0.0 | 1 | 4 | 103 | 1 | 3 | -4 | -0.2 | -3 | 1
CC(=O)N1CCN(Cc2nc(-c3cccc(Cl)c3)no2)CC1 | -0.8 | -2 | 7 | 102 | 1.1 | 0 | -5 | 0.0 | 0 | 1
O=[N+]([O-])c1ccc2nc(CN3CCCCC3)[nH]c2c1 | 0.5 | -2 | 2 | 113 | 1.2 | -2 | -4 | -0.2 | 2 | 1
CCOC(=O)C1CCN(S(=O)(=O)c2cccc(-c3cn4cccnc4n3)c2)CC1 | 0.7 | -5 | 8 | 90 | 0.99 | 13 | -6 | -0.4 | -13 | 1.1
O=C(Nc1ncccn1)C1c2ccccc2Oc2ccccc21 | -0.5 | -1 | -2 | 104 | 0.97 | -12 | 1 | -0.3 | 12 | 1
Cc1noc(C)c1S(=O)(=O)N1CCC(C(=O)NCCN2CCC(C)CC2)CC1 | 0.4 | 11* | 3 | 99 | 0.93 | 61* | -4 | 0.0 | -61 | 1
CC(C)Sc1snnc1-c1ccccc1 | -0.8 | -8 | -2 | 94 | 1.2 | -14 | -2 | -0.1 | 14 | 1
N/C(=N\OC(=O)c1ccc(Br)o1)c1cccnc1 | 0.1 | -3 | 8 | 131* | 1.7 | -36 | 39 | 0.0 | 36 | 0.6
OCCN1CCN(c2ncnc3nc[nH]c23)CC1 | -3.0 | -7 | -12 | 102 | 1 | -1 | -3 | 0.1 | 1 | 1
COc1ccc(NC(=O)CCN2CCN(S(=O)(=O)c3ccc(OC)cc3)CC2)cc1 | -0.8 | 0 | -1 | 96 | 1.1 | -6 | -6 | -0.2 | 6 | 1.1
Cc1ccccc1NC(=O)c1onc2c1CCCC2 | -7.9 | 2 | 13 | 142* | 3.6* | -94 | 63* | 1.1 | 94 | 0.4
COCCOc1ccc(C(F)(F)F)cc1N | -1.0 | -7 | 14 | 110 | 1.1 | 6 | -2 | 0.1 | -5 | 1
CC(C)(C)c1ccc(CSc2nnc(-c3ccccc3NC(=O)c3ccccc3)o2)cc1 | 2.2 | -2 | 0 | 97 | 0.93 | -6 | -2 | -0.3 | 6 | 1
CCc1ccc(C(=O)CN2C(=O)NC(C)(CCc3ccccc3)C2=O)cc1 (stereo unspecified) | 0.3 | 2 | -4 | 103 | 0.79 | 6 | -4 | -0.2 | -6 | 1
Cc1ccc2oc(=O)n(Cc3ccccc3OC(C)C)c2c1 | 1.3 | 0 | 16 | 92 | 1 | -5 | -2 | -0.3 | 5 | 1
Cc1cc(C(=O)N2CCN(c3ncccn3)CC2)cs1 | 0.2 | 1 | 2 | 98 | 1 | 6 | -19 | -0.1 | -6 | 1.2
